TSHR antagonist: antagonists of human thyroid stimulating hormone receptor; P16473; TSHR-expressing cells, TSH-stimulated cAMP HTRF, 2 h; stronger effect = lower value; activity change, negative = inhibition, % at 11.5 µM; hit rate 0.2% among 330,000;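 active = activity change below a set negative limit, meaning inhibition stronger than a set level, cut at about -70% in these data; inconclusive = activity change between two set negative limits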; also: % is scaled to controls: 0 for no effect and ±100 for the full control effect
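Freshly harvested TSHR cells receive pin-tooled compound, then EC80 TSH at 4nM final. After 2 hours at 37 deg C, antibody in lysis buffer and cAMP-d2 are added; 30 minutes at ambient temperature precede the HTRF read.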
ELG1 DNA repair: blocks ELG1-dependent DNA repair in HEK293T cells. HEK293T ELG1-luciferase reporter, luminescence, 16 h; DNA damage induced by 5-fluorouridine. Potency, µM (doses to about 46.1 µM), for the others: at the highest dose activity change, negative = inhibition, actives largely listed as inhibitors. hit rate 2.3% among 330,000. AID 504467; also: potency is read from the fitted curve at half-maximal effect; % is scaled to controls: 0 for no effect and ±100 for the full control effect; nearly all actives have a fitted effect of over 55% in size
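HEK293T cells expressing luciferase-tagged ELG1 (2,000/well) received 5-Fluorouridine plus compound or DMSO for 16 hr at 37 °C. Luciferase was read by ONE-Glo luminescence after 30 min at room temperature.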
Eya2 phos inh: Eya2 (human) phosphatase inhibition | Potency, µM (highest dose often 76.9 µM), for inactives: at the highest dose activity, negative = inhibition, usual class: inhibitors | recombinant Eya2, OMFP fluorescence dephosphorylation (OMFP is methylfluorescein phosphate) | O00167 | hit rate 0.006% among 330,000; also: potency is read from the fitted curve at half-maximal effect; % is scaled to controls: 0 for no effect and ±100 for the full control effect
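Eya2 protein (added as 0.2 uM solution) was preincubated with compound for 10 min at ambient temperature in 50 mM HEPES pH 7.5, 50 mM NaCl, 5 uM MgCl2, 0.05% BSA, 1 mM DTT. OMFP (added at 50 uM) then reacted 10 min; fluorescence read at 485/525 nm.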
USP2a inh: USP2a (human) protease inhibition; USP2 core, Ub-CHOP2 coupled fluorogenic reporter, 485/531; Potency, µM (highest dose often 38.3 µM), inactives show at the highest dose activity change, negative = inhibition, hits mostly inhibitors; hit rate 0.01% among 330,000;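 also: potency is read from the fitted curve at half-maximal effect; plate controls were DMSO wells for no effect and full inhibition by NEM control for full effect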
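Deubiquitinase activity read as fluorescence (485/531 nm) after Ub-CHOP2 cleavage activates the enterokinase reporter on its substrate; USP2 core 10nM, Ub-CHOP2 and substrate 25nM each, 30min compound preincubation then 60min RT; data normalized to NEM, curves fitted.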
Mito fusion yeast: inhibitors of mitochondrial division or activators of mitochondrial fusion; S. cerevisiae fusion-defective mutant growth rescue, CellTiterGlo 48 h; Potency, µM (highest dose often 46.1 µM), for inactives: top-dose growth rescue (activation), most hits filed as activators; hit rate 0.23% among 320,000;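 also: potency is read from the fitted curve at half-maximal effect; % of control where 0% means no effect; nearly all actives have a fitted effect of over 45% in size; temperature-sensitive fusion mutants such as fzo1-1 at 37 °C on non-fermentable ethanol glycerol medium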
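Yeast fusion mutant, YPEG (non-fermentable carbon), compound, 48 h at 37C non-permissive; CellTiterGlo added, 10 min RT, luminescence read. Rescued growth = division inhibition.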
B2AR arrestin: beta2AR (human) beta-arrestin recruitment activity | beta-arrestin recruitment to beta2AR, cell-based reporter | Potency, µM (highest dose often 46.1 µM), inactives show at the highest dose activation, usual class: activators | hit rate 0.02% among 330,000 | AID 492947 | P07550;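 also: potency is read from the fitted curve at half-maximal effect; 0% = DMSO controls and full agonism = EC100 isoproterenol or metaproterenol; nearly all actives have a fitted effect of over 65% in size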
Target sequence (P07550 whole entry, looked up): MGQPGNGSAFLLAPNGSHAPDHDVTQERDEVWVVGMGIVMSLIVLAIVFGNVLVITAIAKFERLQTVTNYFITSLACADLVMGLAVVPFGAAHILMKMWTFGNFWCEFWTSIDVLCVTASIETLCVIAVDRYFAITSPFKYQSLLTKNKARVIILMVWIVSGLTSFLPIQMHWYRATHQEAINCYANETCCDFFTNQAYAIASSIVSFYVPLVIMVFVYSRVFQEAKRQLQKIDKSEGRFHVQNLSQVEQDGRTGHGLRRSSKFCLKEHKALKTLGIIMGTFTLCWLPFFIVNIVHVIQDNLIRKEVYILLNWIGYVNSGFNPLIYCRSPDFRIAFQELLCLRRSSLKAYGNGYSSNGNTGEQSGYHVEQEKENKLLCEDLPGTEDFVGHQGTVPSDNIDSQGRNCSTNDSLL
uPA surface inh: cell surface uPA generation inhibition. cell surface uPA generation assay, qHTS. Potency, µM (doses to about 38.3 µM), for inactives: at the top dose activity change, negative = inhibition, usual class: inhibitors. hit rate 0.31% among 330,000. AID 540303; active = well fitted inhibition curve with a large enough effect; inconclusive = small, poorly fitted or top-dose-only effect; inactive = no such curve, though single readings can be large or run the other way; tested in mouse RAW 264.7 cells; also: potency is read from the fitted curve at half-maximal effect; % is scaled to controls: 0 for no effect and ±100 for the full control effect; nearly all actives have a fitted effect of over 55% in size
Tb PFK inh: T. brucei PFK enzyme inhibition. Potency, µM (doses to about 57.5 µM), inactives show at the top dose activity, negative = inhibition, usual class: inhibitors. hit rate 0.17% among 330,000. O15648. T. brucei PFK, ADP-Glo luminescence. AID 485367;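 also: potency is read from the fitted curve at half-maximal effect; 0% = uninhibited 1x PFK enzyme wells and -100% = no-enzyme wells; nearly all actives have a fitted effect of over 60% in size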
Target sequence (O15648 whole entry, looked up): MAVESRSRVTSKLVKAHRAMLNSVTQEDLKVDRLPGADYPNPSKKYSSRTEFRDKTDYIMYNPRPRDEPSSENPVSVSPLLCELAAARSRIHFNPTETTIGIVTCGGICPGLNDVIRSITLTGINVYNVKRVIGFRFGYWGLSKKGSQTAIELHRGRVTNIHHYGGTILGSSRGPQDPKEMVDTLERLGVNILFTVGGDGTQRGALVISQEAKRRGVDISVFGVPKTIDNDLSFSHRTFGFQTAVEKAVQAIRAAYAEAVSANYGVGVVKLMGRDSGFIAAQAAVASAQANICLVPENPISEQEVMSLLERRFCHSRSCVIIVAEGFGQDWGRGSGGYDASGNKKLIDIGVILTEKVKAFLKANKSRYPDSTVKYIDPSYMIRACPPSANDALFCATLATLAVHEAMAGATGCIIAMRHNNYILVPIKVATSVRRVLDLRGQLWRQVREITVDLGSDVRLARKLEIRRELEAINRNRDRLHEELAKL
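In TEA buffer at pH 8.0 with 5 mM MgCl2, enzyme (1.25 nM) converted F6P (0.5 mM) and ATP (0.1 mM) for 45 min at room temperature. ADP product was read by luciferase luminescence.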
PTAP TSG101 blk: blocks PTAP/TSG101 interaction to inhibit HIV-1 budding | Q99816 | 340,000 tested, under 10 active | Fluorescence polarization, FITC-PTAP peptide / Tsg101 binding | Potency, µM (top dose mostly 115 µM), inactives show at the highest dose activity change, negative = inhibition, most hits filed as inhibitors; active = well fitted inhibition curve with a large enough effect in the main read-out, with a control signal flat, not every such curve was filed as active; inconclusive = small, poorly fitted or top-dose-only effect, or effect the other way, or a change in a side signal; inactive = no such curve, though single readings can be large or run the other way; also: potency is read from the fitted curve at half-maximal effect; % of control where 0% means no effect
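Compounds were pin-transferred onto Tsg101 binding domain (10 uM final) in HEPES pH 7.5 buffer, then FITC-PTAP peptide was added at 50 nM final. After 20 min at RT, polarization reported peptide displacement across a qHTS concentration series.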
TCR act: activators of T cell receptors. primary human leukocytes, anti-CD3, IL-2 HTRF, 48 h. Potency, µM (series often up to 9.22 µM), for the others: at the top dose activation of IL-2 secretion, hits mostly activators. 330,000 tested, under 10 active; also: % of control where 0% means no effect
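TCR engagement came from a-CD3 beads alone, with compounds added to primary human leukocytes for 48 hr. Secreted IL-2 bridged europium cryptate- and d2-labelled anti-IL-2 antibodies, giving FRET emission at 665nm after 320nm excitation.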
BCR signal inh: blocks chronic active B-cell receptor signaling | ABC-DLBCL IkBa-CBG/CBR reporter, luminescence ratio, 4 h | Potency, µM (top dose mostly 46.1 µM), for inactives: top-dose ratio change, negative = lower green/red ratio, hits mostly inhibitors | hit rate 0.05% among 340,000 | AID 493014; active = well fitted inhibition curve with a large enough effect in the signal ratio, with a control signal flat, not every such curve was filed as active; inconclusive = small, poorly fitted or top-dose-only effect, or effect the other way, or a change in a side signal; the % refers to the signal ratio;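 also: potency is read from the fitted curve at half-maximal effect; plate controls were basal doxycycline-induced cells for no effect and cells given 10 µM MG132 for full effect; MG132 reads +100%, hits lower the ratio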
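Concentration-response series (up to 46 uM) were applied to TMD8 dual-reporter cells for 4 h at 37C with doxycycline. Green/red ratio, after filter-overlap correction, defined %Activity; red signal alone was normalised to basal cells and zero luminescence.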
* hit, by the source's call; ? = inconclusive; nt = not tested or not shown; & = joins results of further samples; [ ] = remark or other dose. Unless noted, calls follow the shape of the dose curve; as a rule, active = well fitted curve in the direction sought with a large enough effect; inconclusive = small, poorly fitted or top-dose-only effect, or another doubt; inactive = no such curve, though single readings can be large; an effect the other way counts as inactive or inconclusive.

SMILES | TSHR antagonist | ELG1 DNA repair | Eya2 phos inh | USP2a inh | Mito fusion yeast | B2AR arrestin | uPA surface inh | Tb PFK inh | PTAP TSG101 blk | TCR act | BCR signal inh
CC(C)OCCCNC(=O)c1cc(S(=O)(=O)N2CCc3ccccc32)cn1C | -9 | -4% | -4% | 1% | 5% | -0.9% | 9% | -1% | 1% | -6% | -11%
COc1c(O)ccc(/C=C(\C#N)c2nc3ccccc3[nH]2)c1[N+](=O)[O-] | 10 | 17% | 1% | -1% | -5% | 0.2% | -4% | 0% | 0% | -3%[46.1 µM] | -3%
CC(C)c1ccc(N(CC(=O)NC(C)(C)C)C(=O)CCC(=O)Nc2nccs2)cc1 | -15 | 1% | -2% | 0% | -4% | 3.0% | -8% | 0% | -2% | 5% | -2%
CN1CCN(/N=C/c2cccc(Cl)c2Cl)CC1 | 12 | ? | -13% | 3% | -4% | -0.9% | -6% | 7% | -1% | 0%[46.1 µM] | -21%
Cc1cccc(-c2nc3ccccc3c(=O)n2NC(=O)Cc2ccc(Cl)cc2)c1 | 20 | 16% | -2% | -1% | 28% | -0.6% | -8% | -3% | -1% | -2% | -2%
COC(=O)c1[nH]c2ccccc2c1NS(=O)(=O)c1ccc(OC)cc1OC | -17 | ? | 18% | 0% | 1% | 0.0% | -2% | -6% | -10% | -2% | ?
COc1cc2[nH]c(=S)n(C3CCCC3)c(=O)c2cc1OC | -11 | 0% | -18% | 4% | -12% | -0.1% | -6% | 0% | -1% | -67% | 8%
COc1cc(C(=O)Nc2scc(-c3ccc(Br)cc3)c2C(=O)O)cc(OC)c1OC | -33 | 2% | 2% | 0% | 0% | 0.1% | -2% | 2% | -6% | 3% | 7%
COc1ccc(CN2C3CCC2CC(NC(=O)c2cccc(F)c2)C3)cc1 (configuration not stated) | 1 | 1% | -4% | -1% | 0% | 0.5% | -8% | 2% | -2% | -7% | -2%
Cc1onc(-c2ccccc2)c1C(=O)NC(=S)NNC(=O)c1ccccc1O | -8 | 3% | 11% | 4% | 1% | -0.3% | -1% | 20% | 0% | -3%[46.1 µM] | ?
O=C(Nc1ccc(O)c(C(=O)O)c1)Oc1ccccc1 | -2 | 26% | -17% | 3% | 23% | -0.6% | -13% | -1% | -2% | 5% | ?
O=C(NCc1ccc(F)cc1)C(c1ccccc1)c1ccccc1 | 23 | -19% | 11% | 3% | 0% | -0.7% | -8% | 2% | 2% | 2% | 5%
Cc1ccccc1N1CC2=C(C1=O)C(c1ccccc1)NC(=O)N2C (configuration not stated) | 0 | 3% | 1% | 12% | 9% | -0.8% | 1% | -3% | -10% | -3% | 0%
Cc1nc(Oc2ccccc2)c2ccccc2n1 | -9 | -14% | -1% | 2% | 0% | 0.1% | -12% | 4% | 0% | 0%[46.1 µM] | -2%
O=C(NCCc1ccccc1)C(=O)NCC1(c2ccccc2)CCCC1 | 47 | -3% | 13% | 0% | -1% | 3.7% | 3% | 0% | -5% | 10% | 8%
NS(=O)(=O)c1ccc(CNC(=S)NC(=O)c2ccco2)cc1 | -2 | 13% | -3% | -2% | nt | -1.0% | 3% | 0% | -3% | 10% | -2%
CN(c1cccc(NC(=O)CN(c2cccc(F)c2)S(C)(=O)=O)c1)S(C)(=O)=O | 1 | -22% | -15% | 5% | 5% | 0.2% | nt | -1% | -1% | -1% | 1%
O=C(CNCCO)N1CCc2ccccc21 | 49 | 21% | 25% | 0% | -16% | -0.8% | 2% | -7% | -1% | 1% | 8%
COc1ccc(C(=O)NCCCNC(=O)c2cccnc2)cc1OC | -2 | 4% | 2% | 1% | 8% | -0.3% | 3% | 1% | -4% | -8% | -13%
Cn1cccc1/C=N/NC(=O)c1ccccn1 | -2 | ? | 3% | 1% | -1% | -0.2% | -10% | -8% | 1% | 0% | ?
Cc1ccc(/C=N/NC(=O)c2n[nH]c3c2CCCC3)cc1 | 12 | ? | 5% | 3% | 0% | 0.4% | -13% | -1% | -1% | 5% | ?
O=C(COC(=O)C1(c2ccccc2)CC1)NNC(=O)c1ccccc1F | -5 | 3% | 13% | 0% | -2% | -0.3% | -1% | -2% | -1% | -1% | -5%
CN(C(=O)c1ccc(NC(=O)Cc2cccc(NC(=O)C3CCN(C(=O)c4ccccc4)CC3)c2)cc1)C1CCCC1 | 3 | ? | -2% | -1% | 6% | -0.9% | 8% | 8% | 2% | 3% | ?
Cc1cccnc1NC(=O)NC(=O)c1ccc(C(C)(C)C)s1 | 0 | ? | -1% | -2% | 2% | 0.0% | -23% | 1% | -1% | 1% | 0%
O=C(N/N=C/c1ccc([N+](=O)[O-])o1)C(=O)Nc1ccc(C(=O)O)cc1 | -3 | -12% | 13% | 0% | 4% | 7.7% | 9% | 3% | -2% | 8% | -15%
O=C(COC(=O)Cc1cccc2ccccc12)Nc1ccccc1-c1ccccc1 | 13 | -20% | 0% | -10% | ? | 4.1% | 3% | 13% | 0% | 0%[46.1 µM] | ?
Cc1cc(OCC(=O)NNC(=O)c2ccncc2)ccc1C(C)C | -6 | 9% | -26% | 3% | 2% | 0.0% | -12% | -2% | -3% | 1% | 5%
CC(=O)N1CCc2cc(S(=O)(=O)CCC(=O)Nc3cc(C)cc(C)c3)ccc21 | 23 | 10% | 1% | 1% | 11% | 0.5% | -1% | 2% | -2% | 1% | -13%
C/C(CCc1ccccc1)=N\NC(=O)C(=O)Nc1cccc(Cl)c1 | 16 | 14% | 4% | -1% | 6% | -0.1% | 4% | -13% | -7% | -1% | -21%
COc1cccc(-c2ccc3ncnc(NCc4cc(C)cs4)c3c2)c1 | -16&-26 | ? | 12%&0% | 1%&1% | -15%&-18% | -1.2%&0.3% | 14% | 4%&0% | 2% | -3% | ?
CC(NC(=O)CNC(=S)N(Cc1cccs1)C1CCCC1)c1ccccc1 (configuration not stated) | 79 | -13% | -10% | 4% | 9% | -1.0% | -1% | -2% | 1% | 1% | ?
O=C(COC(=O)C1CC(=O)N(c2ccc3c(c2)OCCO3)C1)Nc1ccc2c(c1)CCC2 (configuration not stated) | -18 | ? | 10% | 0% | -3% | 0.3% | -1% | -2% | 0% | 2% | -6%
CC(C)OC(=O)CCNc1n[nH]c(=O)[nH]c1=O | 5 | -1% | -6% | 3% | 1% | 0.3% | 7% | 0% | -2% | 4% | 4%
CCOc1ccccc1NC(=O)c1nc(S(=O)(=O)Cc2ccccc2)ncc1Cl | -75* | ? | 0% | 2% | -21% | 0.2% | 3.2µM* | -16% | -3% | -10% | ?
CCn1c(SCC(=O)NC2CCCC2)nnc1-c1ccncc1 | -5 | 12% | 5% | -2% | -3% | -0.1% | 6% | 1% | -2% | -1% | 1%
COCCn1nnnc1C(c1cccs1)N1CCN(c2ccccc2)CC1 (configuration not stated) | 9 | -2% | 14% | -2% | 9% | -0.3% | 0% | 1% | -2% | -10% | 1%
O=C(NCc1ccc2c(c1)OCO2)C1CC(=O)N(c2ccc(Cl)cc2)C1 (configuration not stated) | -10 | -5% | 4% | -1% | 1% | -0.4% | 4% | -1% | -11% | 2% | 1%
CCOc1ccc(NC(=O)N(CCN2CCOCC2)Cc2ccc3c(c2)CCCN3CC)cc1 | -1 | ? | -17% | -4% | -6% | -0.2% | 7% | 1% | 1% | 5% | -3%
C[C@H](NC(=O)CCCn1nnc2ccccc2c1=O)C(=O)O | 0 | ? | 2% | 2% | -1% | 0.0% | -1% | -1% | -5% | -6% | ?
Cc1ccc(-c2csc(NC(=O)C[n+]3cc(-c4ccccc4)n4c3CCC4)n2)cc1 | 0 | -5% | 2% | 2% | -2% | -0.8% | -17% | 0% | 2% | 2% | 2%
COc1ccc(CCN(C)C(=O)/C=C/c2c(Cl)nc3ccccn23)cc1OC | 12 | -3% | 4% | 0% | 3% | -0.2% | -5% | 4% | -3% | -5% | -20%
Cc1ccc(OCC(=O)NNC(=O)CSc2ncc(C#N)c(N)n2)cc1 | 0 | -1% | 3% | 2% | -2% | 0.0% | 9% | -13% | 1% | -3%[46.1 µM] | 0%

Screening data (PubChem)
